From PubChem BioAssay
TAAR1 agonist = human TAAR1 agonism; 360,000 tested, 0.99% active; CHO RD-HGA16 TAAR1, Fluo-8 calcium fluorescence; vehicle wells 0%, saturating PEA agonist 100%; activation, % at 3 µM; AID 624467;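 active = activation above the mean activation of all test compounds in the run plus 3 SD, cut at about 38% in these data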
Target sequence (Q96RJ0 whole entry, looked up): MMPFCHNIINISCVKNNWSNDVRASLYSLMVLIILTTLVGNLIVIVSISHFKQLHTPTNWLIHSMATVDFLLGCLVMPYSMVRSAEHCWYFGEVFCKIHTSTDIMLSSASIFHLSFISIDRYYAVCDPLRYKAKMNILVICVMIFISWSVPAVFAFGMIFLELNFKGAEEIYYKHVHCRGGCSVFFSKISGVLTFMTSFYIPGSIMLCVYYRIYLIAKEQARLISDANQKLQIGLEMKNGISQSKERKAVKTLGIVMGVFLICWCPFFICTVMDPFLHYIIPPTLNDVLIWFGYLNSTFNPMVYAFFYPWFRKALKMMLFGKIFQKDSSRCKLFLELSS
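Signal – calcium-sensitive Fluo-8 signal, excitation 470-495, emission 515-575 nm · System – RD-HGA16 (CHO) cells co-expressing Gα16 and hTAAR1 · Incubation – 17-24 h seeding, 75 min 37 °C dye, 30 min RT · Compound dosing – 3 µM single concentration · Repeats – no replicates (n 1)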
The depositor's hits bear a star.

| mol | TAAR1 agonist |
| --- | --- |
| COC(=O)Cc1nnn2c1[C@H](C)[C@@H](OC)c1ccc(C(F)(F)F)cc1-2 | 1 |
| COC(=O)c1cc2c(c3c4cc(F)ccc4n(S(=O)(=O)c4cccc(C)c4)c13)C(=O)N(Cc1ccc(N(C)C)cc1)C2 | -1 |
| Cc1cc(OC(=O)NCCc2ccc(F)cc2)ccc1F | 4 |
| C/C(=N\NC(=O)c1ccccn1)c1ccc(C(=O)O)s1 | -1 |
| CC1(C)CC(=O)C2=C(C1)NC(=O)CC2C(=O)NCc1ccc(F)cc1 (stereo not given) | 3 |
| Cc1cccc(OCC(=O)N=Nc2c(O)[nH]c3ccc([N+](=O)[O-])cc23)c1 | 15 |
| Cc1noc(C)c1S(=O)(=O)N1CCCc2nc(-c3ccccc3)ccc21 | 0 |
| COC(=O)[C@]12C[C@H](CC(=O)N3CCSCC3)C(=O)N(CCC3=CCCCC3)C1=C[C@H](COCc1ccccc1)O[C@@H]2C | -2 |
| C#CCN(Cc1cccc(F)c1)C(=O)c1nnc2c3cc(F)ccc3n(S(=O)(=O)c3ccc(OC)cc3)c2n1 | 0 |
| COc1ccccc1NC(=O)C1=C(C)NC(SCC(=O)c2ccc(C)cc2)=C(C#N)C1c1ccco1 (stereo not given) | 11 |
| CC(=O)N(Cc1ccccc1)c1nccs1 | 5 |
| COc1ccc(N2CCN(C(=O)C3CCN(S(=O)(=O)c4ccc5c(c4)CC(C)N5C(=O)C4CC4)CC3)CC2)cc1 (stereo not given) | 7 |
| Cc1cccc(CN2CCSCCS2(=O)=O)c1 | 0 |
| COCCCNC(=O)C[C@H]1C[C@@]2(C(=O)OC)C(=C[C@H](COCc3ccccc3)O[C@@H]2C)N(CCC2=CCCCC2)C1=O | -2 |
| O=C(c1ccc(F)cc1)C1CCN(CCCn2c(=O)[nH]c3ccccc32)CC1 | 1 |
| CCc1c(Cc2cccc(F)c2)ncn1CCc1ccccc1OC | 40* |
| CN1/C(=C\C=C2/C(=O)Oc3ccccc3C2=O)C(C)(C)c2ccccc21 | 612* |
| COc1ccc(C(=O)NCC2CCN(C(=O)C(=O)c3cccs3)CC2)cc1 | 1 |
| COc1ccc2c(c1)C(=O)[C@H](O)[C@@H](c1ccc(OC)c(Br)c1)O2 | 18 |
| COC(=O)C1(F)C(=O)NC(=O)NC1OC (stereo not given) | 1 |
| Cc1ccc(NC(=O)N2c3ccccc3SC2c2ccco2)c(C)c1 (stereo not given) | 1 |
| O=C(/C=C(\Nc1cccc(F)c1)c1ccccc1)c1ccccc1 | 0 |
| Cc1cc(C)cc(Cn2ncc(Cl)c(Cl)c2=O)c1 | 8 |
| CCN(Cc1cc(OC)c(OC)c(OC)c1)S(=O)(=O)c1ccccc1Br | 5 |
| COc1cccc(-c2cc(CNC(=O)[C@H]3O[C@@H](n4cnc(C(N)=O)n4)[C@H](O)[C@@H]3O)no2)c1 | 3 |
| COCc1cc(N2CCNC[C@@H]2C)ccc1N1CCN(Cc2ccccc2)[C@@H](C)C1 | 3 |
| C[C@@H]1CN([C@H](C)CO)C(=O)CCCn2cc(nn2)CO[C@H]1CN(C)S(=O)(=O)c1ccc(Cl)cc1 | 1 |
| CCN(CC)CCn1c(=S)[nH]c2cc(C(=O)N3CC=C(c4ccccc4)CC3)ccc2c1=O | 21 |
| CCc1c(-c2ccc(OC)c(OC)c2)ncn1CCc1ccccc1OC | 32 |
| C[C@H](O)[C@@H]1C(=O)N2CCc3c([nH]c4c(-c5ccc6c(c5)OCO6)cccc34)[C@@H]2C[C@@H]1N(C)C(=O)NC1CCCCC1 | 1 |

Reprinted at random: 7 entries already listed
| mol | TAAR1 agonist |
| --- | --- |
| Cc1cc(OC(=O)NCCc2ccc(F)cc2)ccc1F | 4 |
| CCc1c(Cc2cccc(F)c2)ncn1CCc1ccccc1OC | 40* |
| COCc1cc(N2CCNC[C@@H]2C)ccc1N1CCN(Cc2ccccc2)[C@@H](C)C1 | 3 |
| Cc1noc(C)c1S(=O)(=O)N1CCCc2nc(-c3ccccc3)ccc21 | 0 |
| COC(=O)[C@]12C[C@H](CC(=O)N3CCSCC3)C(=O)N(CCC3=CCCCC3)C1=C[C@H](COCc1ccccc1)O[C@@H]2C | -2 |
| Cc1cccc(OCC(=O)N=Nc2c(O)[nH]c3ccc([N+](=O)[O-])cc23)c1 | 15 |
| COC(=O)C1(F)C(=O)NC(=O)NC1OC (stereo not given) | 1 |

The listing continues.
| mol | TAAR1 agonist |
| --- | --- |
| COC(=O)c1ccccc1 | 9 |
| O=C(COC(=O)c1sc2cc(Cl)ccc2c1Cl)Nc1ncc(Cl)cc1Cl | 0 |
| COc1ccc(CNC(=O)[C@@H](Cc2ccccc2)NC(=O)[C@H]2O[C@@H](n3ccc(=O)[nH]c3=O)[C@H](O)[C@@H]2O)cc1 | 2 |
| CC(C)n1nc(C(=O)N2CCN(S(=O)(=O)c3cccs3)CC2)c2ccccc2c1=O | 6 |
| CC(=O)c1ccc(N2C(=O)C3C(C2=O)C(C(=O)c2ccc(Cl)cc2)N2CCCC32)cc1 (stereo not given) | 9 |
| Cn1c(N)c(C(=O)CCc2ccccc2)c(=O)n(C)c1=O | 1 |
| Cc1nc(C2CCC3C4CCC5=CC(=O)CC[C@]5(C)C4CC[C@]23C)cs1 (stereo not given in full) | 7 |
| COC(=O)[C@]12C[C@H](CC(=O)NCCC(C)C)C(=O)N(Cc3ccccc3)C1=C[C@H](C(C)C)O[C@@H]2C1CC1 | -1 |
| COc1ccc(NC(=O)N(C)[C@H]2C[C@H]3c4[nH]c5c(-c6ccccc6)cccc5c4CCN3C(=O)[C@H]2[C@H](C)O)cc1 | 16 |
| C[C@@H]1ON(C)[C@H]2C[C@H]3c4[nH]c5cccc(-c6cccc(F)c6)c5c4CCN3C(=O)[C@@H]12 | 13 |
| O=C(Nc1ccc(F)cc1)OC[C@@H]1CSCCS(=O)(=O)N1 | 5 |
| Cc1ccc(C(=O)NC2CCCCN(C)C2=O)cc1 (stereo not given) | 1 |
| COC(=O)[C@H](Cc1ccccc1)N1Cc2ccccc2Oc2cc(Br)ccc2S1(=O)=O | -1 |
| CC(C)[C@H](NC(=O)C1CCCC1)C(=O)N1CCC[C@H]1C(=O)NCCc1ccccc1Cl | 87* |
| C#CCOCCOCCOCCNc1nc(N2CCN(C(=O)[C@H](CCC(=O)O)n3cc(C(N)Cc4ccc(O)cc4)nn3)CC2)nc(N2CCN(C(=O)[C@H](CCC(=O)O)n3cc(C(N)Cc4ccc(O)cc4)nn3)CC2)n1 (stereo not given in full) | 0 |
| O=S(=O)(Nc1nc2ccccc2nc1-[n+]1cccc(N=C([O-])c2ccc(Cl)cc2)c1)c1ccccc1 | 3 |
| COC(=O)[C@]12C[C@H](CC(=O)N3CCN(C(=O)C4CC4)CC3)C(=O)N(Cc3ccccc3)C1=C[C@H](C1CCCC1)O[C@@H]2C | 2 |
| CCCCCCc1ccc(-c2ccc(C#N)cc2)cc1 | 1 |
| O[C@@H](Cc1ccccc1)[C@@H](/C=C/c1ccccc1)NCCc1ccccc1 | 53* |
| COc1ccccc1C(=O)N1O[C@]23C=C[C@]14C[C@@H](O)CC[C@]4(C)C2CC[C@]1(C)[C@@H]([C@H](C)/C=C/[C@H](C)C(C)C)CC[C@H]13 (stereo not given in full) | -1 |
| O=C(O)Cn1cnc2c(NCc3ccccc3)ncnc21 | 2 |
| Cn1cccc1/C=N/NC(=O)c1sc2cc(Cl)ccc2c1Cl | 6 |
| CSc1nc2c(=O)[nH]cnc2s1 | 1 |
| CCCCCn1c(C)c(CC(=O)Nc2ccc(Oc3cccnc3)c(C)c2)c2ccccc21 | -2 |
| C[C@@H]1CN([C@@H](C)CO)C(=O)c2cc(Br)cnc2O[C@@H]1CN(C)Cc1ccccn1 | 4 |
| COc1cc(C(=O)NC2CCCCN(C)C2=O)cc(OC)c1OC (stereo not given) | 1 |
| COC(=O)[C@]12C[C@H](CC(=O)NCC34CC5CC(CC(C5)C3)C4)C(=O)N(Cc3ccc4c(c3)OCO4)C1=C[C@H](COCc1ccccc1)O[C@@H]2C | 1 |
| COc1ccccc1-c1ccc2c(c1)[C@@H]1C[C@H]3[C@@H](CN1CC2)[C@H](C)ON3C | -1 |
| Cc1ccc2nc(-c3ccc(Cl)cc3)c(Cc3cccc(F)c3)n2c1 | -1 |
| Cc1ccc(NC(=O)OCCN(C)C(=O)Nc2ccc(C)cc2C)c(C)c1 | -1 |
| CN(C)CCNC(=O)C(=O)C1C(=O)Nc2ccccc21 (stereo not given) | 1 |
| O=C1C=C(NCc2ccc3c(c2)OCO3)CC(c2ccccc2)C1 (stereo not given) | 3 |
| CCCCCCN(C(=O)CCCCCN1C(=O)NC(c2ccc(-c3ccccc3)cc2)C(C(=O)OCc2ccccc2)=C1C)C(C(=O)NCCCC)c1ccccc1 (stereo not given) | 1 |
| CCOC(=O)C1CSCCS(=O)(=O)N1Cc1ccc(Cl)cc1 (stereo not given) | 1 |
| O=C(NC(c1ccccc1)c1cc(Cl)c2cccnc2c1O)c1cccnc1 (stereo not given) | 3 |
| O=C(CNS(=O)(=O)c1ccc(Br)cc1)OCc1cc(=O)n2cc(Br)ccc2n1 | 7 |
| C#CCNC(=O)C[C@H]1C[C@@]2(C(=O)OC)C(=C[C@H](C(C)(C)C)O[C@@H]2C)N(CCCCCCCC)C1=O | -2 |
| CCOC(=O)C1CSCCS(=O)(=O)N1Cc1cc(F)ccc1Br (stereo not given) | 1 |
| O=C(CN1CCN(C(=O)c2cccc(F)c2)CC1)NC1CCCCC1 | 11 |
| COC(=O)C1=C(C)N(Cc2ccccc2C(F)(F)F)C(=NCc2cc(OC)c(OC)c(OC)c2)NC1CCc1ccccc1 (stereo not given) | 18 |
| O=C(NCc1ccc(F)cc1)c1cc2sccc2n1Cc1ccc(F)cc1 | 10 |
| Cc1ccc2nc(-c3ccccn3)cc(C(=O)NC3CCN(C)CC3)c2c1 | 9 |
| COC(=O)C1=C(C)N(C)C(=NCC2CC2)NC1c1cccc(Cl)c1 (stereo not given) | 0 |
| NC(=O)c1ncn([C@@H]2O[C@H](C(=O)N[C@H](Cc3ccccc3)C(=O)N3CCN(CC(=O)Nc4ccccn4)CC3)[C@@H](O)[C@H]2O)n1 | 1 |
| Cc1[nH]c2ccccc2c1CC(=O)Nc1ccc(Nc2ccncc2)cc1 | 3 |
| O=C(Nc1nc2ccc([N+](=O)[O-])cc2s1)c1ccco1 | 2 |
| CCOC(=O)Cc1csc2nc(-c3ccccc3)cn12 | 3 |
| CCn1c2ccccc2c2cc(CN3CCN(S(=O)(=O)CC)CC3)ccc21 | 7 |
| CC(=O)c1ccc(NC(=O)C(C)Sc2nnc(C3CCCCC3)o2)cc1 (stereo not given) | 9 |
| Nc1[nH]c(C(=O)c2ccccc2)c(-c2cccc(C(F)(F)F)c2)c1C(=O)NCCc1c[nH]c2ccccc12 | 8 |
| CCCC[C@@H]1C[C@H]1[C@@H](NC(=O)c1ccco1)c1ccc(C(=O)OC)cc1 | -1 |
| Cc1ccccc1C(=O)N(C)[C@H]1C[C@H]2c3[nH]c4c(-c5ccccc5)cccc4c3CCN2C(=O)[C@H]1[C@H](C)O | 6 |
| Cc1sc2nc(CN3CCC(C)CC3)nc(Cl)c2c1C | -2 |
| Cc1nc2c(c(=O)c3ccccc3n2C)c(=O)n1C1CCCC1 | 11 |
| CCCCNC(=O)C(c1ccc(-c2ccccc2)cc1)N(CCN1CCOCC1)C(=O)CCCCCN1C(=O)NC(c2ccc([N+](=O)[O-])cc2)C(C(=O)OCc2ccccc2)=C1C (stereo not given) | 2 |
| COC(=O)c1ccc(CN2C(=O)[C@]3(OCCC=C[C@H]3C)c3cc(OC)ccc32)cc1 | 0 |
| CCCCCCCCN1C(=O)[C@@H](CC(=O)N2CCCC2)C[C@@]2(C(=O)OC)C1=C[C@H](C1CCCC1)O[C@@H]2C | -2 |
| CCNc1nnc(-c2ccccc2OC)s1 | -2 |
| COC(=O)Cc1nnn2c1CC(OC)c1ccccc1-2 (stereo not given) | 2 |
| c1ccc(Cc2cnc(N3CCN(Cc4cccc(-c5ccsc5)n4)CC3)nc2)cc1 | 1 |

New compounds follow
| mol | TAAR1 agonist |
| --- | --- |
| COC(=O)C1=C(C)N(Cc2ccc(C(F)(F)F)cc2)C(=NCc2ccc(C(F)(F)F)cc2)NC1c1ccccc1 (stereo not given) | 11 |
| O=C(NCc1ccccc1)c1ccc(Cl)cc1 | 1 |
| CS(=O)(=O)c1ccc(OCCCN2CCC(C(O)(c3ccccc3)c3ccccc3)CC2)cc1 | 14 |
| CCOc1cc(/C=C2/C(=O)ON=C2C)ccc1OCc1ccccc1 | 18 |
| O=C(NS(=O)(=O)c1ccccc1[N+](=O)[O-])[C@H]1O[C@@H](n2ccc(=O)[nH]c2=O)[C@H](O)[C@@H]1O | 1 |
| COC(=O)C1=C(C)N(Cc2ccccc2C(F)(F)F)C(=NCc2cccc(C(F)(F)F)c2)NC1c1ccc(F)cc1 (stereo not given) | 0 |
| Nc1[nH]c(C(=O)c2ccccc2)c(-c2cccc3ccccc23)c1C(=O)c1cccs1 | -1 |
| COc1ccc2c(c1)[C@@H](NC(=O)c1ccncc1)[C@@H]1Cc3ccccc3[C@H]21 | 0 |
| CN1CCCCC(NC(=O)CSc2ccccc2)C1=O (stereo not given) | -1 |
| COc1ccc(OC)c(CNS(=O)(=O)c2ccccc2Br)c1 | 1 |
| COC(=O)[C@]12C[C@H](CC(=O)NCCCN3CCCC3=O)C(=O)N(Cc3ccccc3)C1=C[C@H](C(C)C)O[C@@H]2C1CC1 | 1 |

3 neighbouring entries already listed, quoted:
| mol | TAAR1 agonist |
| --- | --- |
| COC(=O)C1=C(C)N(Cc2ccc(C(F)(F)F)cc2)C(=NCc2ccc(C(F)(F)F)cc2)NC1c1ccccc1 (stereo not given) | 11 |
| O=C(NCc1ccccc1)c1ccc(Cl)cc1 | 1 |
| CS(=O)(=O)c1ccc(OCCCN2CCC(C(O)(c3ccccc3)c3ccccc3)CC2)cc1 | 14 |

The list is partial; rates above refer to the full screens.
